# Screening results as filed in PubChem BioAssay.
# HT1080NT lethal: kills 2HG-producing HT-1080-NT fibrosarcoma cells; 360,000 compounds, 1.6% hits; Potency, µM (titrated, usually from 46.1 µM), for inactives: top-dose activity, negative = less viability, usual class: cytotoxic; AID 686970; HT-1080-NT fibrosarcoma viability, CellTiter-Glo ATP luminescence, 48 h;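 further: NT is the 2HG producing partner of a matched IDH1 knockdown line; potency means the concentration at half of the fitted maximal effect; 0% = DMSO-treated cells and -100% = media-only wells without cells; nearly all actives have a fitted effect of over 55% in size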
#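 Viability by CellTiter-Glo luminescence after 48 h compound exposure at 37C of HT-1080-NT cells (750/well, RPMI, 5% FBS). % activity scaled between DMSO wells and medium-only wells, then curve-fitted and categorized by curve class.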
# IL-1B inflam inh: inflammasome signaling inhibition, IL-1 beta readout. THP-1 LPS/ATP IL-1B secretion, AlphaLISA, 16 h; active compounds read low. activity change, % at 57.5 µM. 360,000 compounds, 4.7% hits. AID 743279; in the data active means activity change below about -50%; inconclusive means mostly about -30% to -49%; further: on the % scale 0 is the no-effect control and ±100 the full control effect
#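 Secreted IL-1B measured by AlphaLISA bead assay after 16 h compound exposure of THP-1 cells; compounds (final up to 57.5 uM) added 1 h before LPS (250 ng/mL) and ATP (1.25 mM) stimulation; lower signal means less secretion.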
# SW480 rereplic: induces DNA re-replication in SW480 colon adenocarcinoma cells. SW480 DNA re-replication, Hoechst DNA content imaging, 48 h. Potency, µM (top dose mostly 46.1 µM), without a hit: at the highest dose re-replication activation, usual class: activators. 340,000 compounds, 1.8% hits. AID 624297; further: potency means the concentration at half of the fitted maximal effect; % of control where 0% means no effect; nearly all actives have a fitted effect of over 55% in size
#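 DNA re-replication was detected as more nuclei of elevated Hoechst intensity after 48 hr exposure to compound (23 nL pinned per well of 250 cells).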
# WRN helicase inh: inhibitors of human WRN helicase. AID 651768. 360,000 compounds, 0.46% hits. WRN helicase unwinding, fluorescent forked duplex, kinetic. Potency, µM (highest dose often 114 µM), for the others: at the top dose activity change, negative = inhibition, usual class: inhibitors; further: potency means the concentration at half of the fitted maximal effect; on the % scale 0 is the no-effect control and ±100 the full control effect; nearly all actives have a fitted effect of over 55% in size
#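 Enzyme (20 nM final) and test compound sit together 15 min at room temperature before substrate addition. Substrate is a single-forked duplex oligonucleotide (100 nM) labelled with fluorophore and quencher, with 2 mM ATP; helicase unwinding raises red fluorescence, read kinetically.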
# ATXN2 expr inh: reduces ATXN2 reporter expression in HEK-293 cells | HEK-293 ATXN2-luciferase reporter, luminescence, 24 h | Potency, µM (series often up to 57 µM), for inactives: top-dose activity change, negative = inhibition, usual class: inhibitors | 360,000 compounds, 0.72% hits | AID 1745845; further: potency means the concentration at half of the fitted maximal effect; on the % scale 0 is the no-effect control and ±100 the full control effect; nearly all actives have a fitted effect of over 55% in size
#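 ATXN2-luciferase reporter cells (luciferase flanked by upstream and downstream ATXN2 gene portions) were treated 24 h at 37 °C with compounds at up to 57 uM. SteadyGlo luminescence gave expression; GF-AFC fluorescence gave viability.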
# HT1080 IDH1KD tx: toxicity to HT-1080 IDH1 knockdown cells (counter line); HT-1080 IDH1 knockdown viability, ATP luminescence, 48 h; Potency, µM (series often up to 46.1 µM), for inactives: at the highest dose activity, negative = toxicity, usual class: cytotoxic; 360,000 compounds, 2% hits;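 further: potency means the concentration at half of the fitted maximal effect; 0% = DMSO wells and -100% = cell-free medium wells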
#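 Using the IDH1-knockdown HT-1080 line run in the same batch and compound series as the NT line, viability after 48 h at 37 °C was determined by CellTiter-Glo luminescence and expressed as % activity.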
# KB-3-1 cytotox: KB-3-1 parental cell cytotoxicity; KB-3-1 viability, CellTiter-Glo ATP luminescence, 72 h; Potency, µM (top dose mostly 46.1 µM), inactives show at the top dose activity change, negative = cytotoxic, actives largely listed as cytotoxic; 400,000 compounds, 1.4% hits; AID 1347075; further: potency means the concentration at half of the fitted maximal effect; on the % scale 0 is the no-effect control and ±100 the full control effect; nearly all actives have a fitted effect of over 60% in size
#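 Viability of parental KB-3-1 cells, measured by CellTiter-Glo luminescence, followed a 72 h incubation at 37 °C with pinned compounds in phenol-red-free DMEM containing 10% FBS.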
# KB-V1 MDR tox: kills drug-selected multidrug resistant KB-V1 cells. KB-V1 MDR cells viability, CellTiter-Glo, 72 h. Potency, µM (doses to about 46.1 µM), for the others: top-dose activity change, negative = cytotoxicity, usual class: cytotoxic. 400,000 compounds, 3.4% hits. AID 1347076; further: potency means the concentration at half of the fitted maximal effect; on the % scale 0 is the no-effect control and ±100 the full control effect; nearly all actives have a fitted effect of over 60% in size
#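 Cells of the MDR subline KB-V1 are plated, dosed with compound at multiple concentrations, and incubated 72 h at 37 degrees C; CellTiter-Glo is then added and luminescence read after 10 min.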
# MCF10A rerep: induces DNA re-replication in MCF 10a normal breast cells; MCF 10A DNA re-replication, Hoechst nuclear intensity, 48 h; Potency, µM (top dose mostly 46.1 µM), inactives show at the highest dose activity, positive = re-replication, actives largely listed as activators; 350,000 compounds, 2.9% hits; AID 624296; further: potency means the concentration at half of the fitted maximal effect; % of control where 0% means no effect; nearly all actives have a fitted effect of over 50% in size
# * hit, by the source's call; ? = inconclusive; nt = not tested or not shown; [ ] = another dose, or the depositor's remark. Unless noted, the call rests on the fitted dose curve; in most records, active means well fitted curve in the direction sought with a large enough effect; inconclusive means small, poorly fitted or top-dose-only effect, or another doubt; inactive means no such curve, though single readings can be large; an effect the other way counts as inactive or inconclusive.
Molecule,HT1080NT lethal,IL-1B inflam inh,SW480 rereplic,WRN helicase inh,ATXN2 expr inh,HT1080 IDH1KD tx,KB-3-1 cytotox,KB-V1 MDR tox,MCF10A rerep
NNc1nc2c(-c3cccc(C(F)(F)F)c3)nnn2c2ccccc12,21µM*,-12,3.7µM*,-17%,9%,21µM*,?,?,2.9µM*
CC(=O)c1ccc2c(c1)c1ccccc1n2CC(C)C,4%,24,-5%,-5%[57.1 µM],-21%,8%,-1%,?,?
Cc1ccc(-c2cc(C(=O)OCC(=O)NC3CC3)c3ccccc3n2)cc1,-2%,-16,3%,12%,nt,-5%,6%,-6%,9%
Cc1cc(C(=O)O)cc(S(=O)(=O)N2CCOCC2)c1C,9%,64,7%,8%,-36%,10%,9%,6%,1%
O=c1c2cccnc2[nH]c(=S)n1CCCN1CCN(c2ccc(F)cc2)CC1,1%,21,-6%,-7%,26%,-10%,?,-10%,-1%
CC(C)CC(NC(=O)OC(C)(C)C)c1cn([C@@H](Cc2ccc(O)cc2)C(=O)N2CCN(C(=O)OC(C)(C)C)CC2)nn1 (some centres undefined),0%,-15,1%,-6%,7%,-1%,1%,36%,7%
COc1ccc(NC(=O)N2CCCC(c3nc(-c4ccc(OC)cc4)no3)C2)cc1 (centres undefined),-3%,-54*,5%,-11%,-5%,-24%,-23%,-7%,18%
CC(C)Sc1nnc(-c2ccc(S(=O)(=O)N3CCOCC3)cc2)n1C,15%,-18,0%,-3%,-29%,11%,0%,-13%,1%
CC(C)(C)c1ccc(C(=O)O[C@H]2[C@H](Cc3ccccc3)NS(=O)(=O)[C@H]3C[C@@H]4C=C[C@]23O4)cc1,-14%,-25,-4%,1%,?,-3%,-23%,-6%,18%
O=C(COC(=O)c1cccnc1Cl)NCCCc1ccccc1,12%,14,-4%,-9%,15%,12%,15%,6%,-3%
COc1ccc(N(CC(=O)NCCc2ccccc2)C(=O)c2csnn2)cc1,0%,6,?,-19%[57.1 µM],25%,1%,0%,11%,-25%
CCn1nc(NS(=O)(=O)c2ccccc2)c2cc3ccccc3nc21,0%,42,4%,-4%,7%,8%,8%,2%,5%
Cc1ccccc1S(=O)(=O)Cc1ccc(C(=O)NCc2cccs2)o1,-1%,2,-5%,-3%,-6%,1%,9%,0%,-1%
COc1ccc(CN2CCC(n3nccc3NC(=O)C3CC3)CC2)c(Cl)c1OC,-2%,0,1%,-27%,-15%,-6%,0%,?,9%
Cc1ccc(C)c(OCc2cc(C(=O)N3C[C@@H](C)O[C@@H](C)C3)no2)c1,-2%,-15,0%,-33%,39%[activator],1%,-3%,?,?
O=C(NCc1ccncc1)NC1CCCCC1,17%,20,-3%,-2%,-1%,4%,10%,5%,-3%
O=C1[C@H]2[C@@H]3CCN1CCC[C@@H]2C=C[C@@H]3c1ccc(Br)cc1,-30%,42,nt,-2%,-20%,?,-23%,16%,nt
COc1cc(O)c(C(CCN2CCCC(C)C2)c2cc(OC)c(OC)c(OC)c2)c(OC)c1 (centres undefined),0%,-21,-6%,3%,2%,-3%,-3%,-4%,?
COc1ccccc1C(=O)N1CCN(c2nc3cc(C)c(C)cc3cc2C#N)CC1,?,-67*,?,1%,?,?,?,-26%,?
Cc1nnsc1C(=O)NC1CCCc2c1cnn2-c1ccc(F)cc1F (centres undefined),7.3µM*,6,0%,-14%,-16%,-15%,-33%,?,18%
CC(=O)Nc1ccc(S(=O)(=O)N2CCC(N3CCCC3)CC2)cc1,18%,-6,-2%,-13%,11%,14%,0%,4%,1%
COc1ccc(/C=N/NC(=O)CCn2cnc(-c3ccccc3)c2-c2ccccc2)cc1,3.3µM*,0,3.3µM*,-12%,-18%,3.3µM*,5.2µM*,13%,1.6µM*
Cc1ccsc1/C=N/NC(=O)Cc1ccc(Cl)cc1,-16%,0,2%,1%,-2%,-13%,7%,-1%,9%
Cc1ccc(NC(=O)COC(=O)Cn2nc(C)c([N+](=O)[O-])c2C)c([N+](=O)[O-])c1,-3%,12,-4%,-14%,nt,2%,-4%,-23%,5%
O=S(=O)(NC1CCCC1)c1ccc(S(=O)(=O)N2CCN(c3ccccc3)CC2)cc1,-24%,23,-10%,2%,nt,-27%,0%,2%,16%

# Ordered by value in IL-1B inflam inh (falling): 3 of the compounds above
canonical_smiles | IL-1B inflam inh
Cc1cc(C(=O)O)cc(S(=O)(=O)N2CCOCC2)c1C | 64
O=S(=O)(NC1CCCC1)c1ccc(S(=O)(=O)N2CCN(c3ccccc3)CC2)cc1 | 23
CC(C)Sc1nnc(-c2ccc(S(=O)(=O)N3CCOCC3)cc2)n1C | -18

# Entries listed so far shown as hits in SW480 rereplic:
smiles	IL-1B inflam inh	SW480 rereplic	WRN helicase inh
NNc1nc2c(-c3cccc(C(F)(F)F)c3)nnn2c2ccccc12	-12	3.7µM*	-17%
COc1ccc(/C=N/NC(=O)CCn2cnc(-c3ccccc3)c2-c2ccccc2)cc1	0	3.3µM*	-12%

# (continued)
Molecule,HT1080NT lethal,IL-1B inflam inh,SW480 rereplic,WRN helicase inh,ATXN2 expr inh,HT1080 IDH1KD tx,KB-3-1 cytotox,KB-V1 MDR tox,MCF10A rerep
CCN(C[C@H]1N[C@@](C)(C(=O)OC)[C@H]2C(=O)N(C)C(=O)[C@@H]12)C(=O)Nc1ccc(C(F)(F)F)cc1,7%,0,16%,-2%,1%,-2%,0%,0%,4%
COC(=O)c1sc(C(F)(F)F)c(-c2ccccc2)c1S(=O)(=O)N(C)C,3%,13,-7%,-13%,8%,2%,5%,0%,-8%
O=C1CCCC2=C1C(c1ccccc1)n1c(s/c(=C/c3cccc(F)c3)c1=O)=N2 (centres undefined),14%,3,0%,2%,-9%,20%,-10%,0%,?
COc1ccccc1C(=O)NC(CCSC)C(=O)OCC(=O)c1ccc[nH]1 (centres undefined),0%,4,-1%,6%,5%,17%,4%,?,5%
COc1ccc(-n2c(O)c(Cc3ccccc3)c(=O)n3nc(-c4ccccc4)c(=O)cc23)cc1,0%,5,0%[9.22 µM],-4%,1%,2%,15%,10%,-2%
COc1cccc(NC(=O)c2nc3nc(C)cc(C(F)F)n3n2)c1,8%,-18,-6%,10%,10%,12%,7%,2%,-1%
COC(=O)c1ccn(CSc2c(F)c(F)cc(F)c2F)n1,10%,-5,-11%,-2%,nt,8%,6%,?,8%
CC(C)Cc1nc2sc3c(c2c(=O)n1N)CC(C)(C)OC3,13%,-4,?,3%,-3%,3%,7%,8%,?
COc1cccc(S(=O)(=O)N(C)C[C@H]2Oc3cc(Br)ccc3S(=O)(=O)N([C@@H](C)CO)C[C@H]2C)c1,-9%,-23,nt,-6%,-1%,-9%,0%,9.2µM*,nt
O=C(O)c1ccc(NC(=O)c2ccc3c(c2)C(=O)N(CC2CCCO2)C3=O)cc1 (centres undefined),15%,24,-11%,4%,1%,8%,-1%,19%,-15%
COc1ccc2nc(NCCCO)[nH]c2c1,14%,53,0%,-4%,1%,10%,14%,7%,2%
CCC(C)(C)NC(=O)c1cc(S(=O)(=O)N2CCc3ccccc32)cn1C,-3%,21,-11%,-11%,-8%,-3%,?,?,-8%
CCN(C[C@H]1N[C@@](CC)(C(=O)OC)[C@H]2C(=O)N(Cc3ccccc3)C(=O)[C@@H]12)C(=O)COC,10%,2,-4%[9.22 µM],-1%,2%,12%,?,?,-15%
O=C(N[C@@H](Cc1ccccc1)C(=O)N[C@@H](Cc1ccccc1)C(=O)O)OCc1ccccc1,0%,28,-6%,-6%,1%,16%,7%,4%,-5%
CN(CC(=O)O)Cc1oc(CO)cc(=O)c1O,0%,-1,2%,1%,5%,12%,3%,1%,0%
Cc1ccccc1NC(=O)Cc1ccccc1,13%,7,-4%,3%,-5%,5%,10%,0%,-13%
CNC(=O)COC(=O)/C=C/c1cn(-c2ccccc2)nc1-c1ccc(C)o1,3%,11,-1%,-6%,39%[activator],0%,7%,-24%,11%
COc1ccc(Nc2cc(C)nc(NCc3ccccc3)n2)cc1,18µM*,-99*,-1%,-19%,-38%,21µM*,?,?,7%
O=C(NC1CCCC1)c1ccc(COCC(F)(F)F)o1,?,-3,1%,2%,-3%,-1%,4%,-16%,0%
O=C(OCC(=O)N1CCCC1)c1cc(Cl)ccc1Cl,21%,2,?,0%,20%,6%,-5%,-13%,?
Cc1ccc2nc(NCCCO)nc(-c3ccccc3)c2c1,?,-4,?,0%,-26%,?,-12%,?,?
Cc1cc(Oc2ccccc2)nc(OCC#N)n1,15%,13,0%,4%,-1%,5%,11%,-18%,5%

# 3 structures from above, arranged by molecular weight, high to low.
Molecule,HT1080NT lethal,IL-1B inflam inh,SW480 rereplic,WRN helicase inh,ATXN2 expr inh,HT1080 IDH1KD tx,KB-3-1 cytotox,KB-V1 MDR tox,MCF10A rerep
COc1ccccc1C(=O)NC(CCSC)C(=O)OCC(=O)c1ccc[nH]1 (centres undefined),0%,4,-1%,6%,5%,17%,4%,?,5%
COc1cccc(NC(=O)c2nc3nc(C)cc(C(F)F)n3n2)c1,8%,-18,-6%,10%,10%,12%,7%,2%,-1%
Cc1ccc2nc(NCCCO)nc(-c3ccccc3)c2c1,?,-4,?,0%,-26%,?,-12%,?,?
